CCHF vOTU inh: CCHFV vOTU protease inhibition; Pep-AMC fluorescence; inhibition, % at 11.5 µM; actives 0.55% (n = 370,000); in the data active = inhibition above about 30%; also: 0% = vehicle wells with enzyme and 100% = no enzyme wells
TcdB inh: TcdB glycohydrolase inhibition; inhibition, % at 9.99 µM; TcdB glycohydrolase enzymatic assay, plate reader; P18177; actives 0.24% (n = 350,000); in the data active = inhibition above about 10%
Target sequence (P18177 whole entry, looked up): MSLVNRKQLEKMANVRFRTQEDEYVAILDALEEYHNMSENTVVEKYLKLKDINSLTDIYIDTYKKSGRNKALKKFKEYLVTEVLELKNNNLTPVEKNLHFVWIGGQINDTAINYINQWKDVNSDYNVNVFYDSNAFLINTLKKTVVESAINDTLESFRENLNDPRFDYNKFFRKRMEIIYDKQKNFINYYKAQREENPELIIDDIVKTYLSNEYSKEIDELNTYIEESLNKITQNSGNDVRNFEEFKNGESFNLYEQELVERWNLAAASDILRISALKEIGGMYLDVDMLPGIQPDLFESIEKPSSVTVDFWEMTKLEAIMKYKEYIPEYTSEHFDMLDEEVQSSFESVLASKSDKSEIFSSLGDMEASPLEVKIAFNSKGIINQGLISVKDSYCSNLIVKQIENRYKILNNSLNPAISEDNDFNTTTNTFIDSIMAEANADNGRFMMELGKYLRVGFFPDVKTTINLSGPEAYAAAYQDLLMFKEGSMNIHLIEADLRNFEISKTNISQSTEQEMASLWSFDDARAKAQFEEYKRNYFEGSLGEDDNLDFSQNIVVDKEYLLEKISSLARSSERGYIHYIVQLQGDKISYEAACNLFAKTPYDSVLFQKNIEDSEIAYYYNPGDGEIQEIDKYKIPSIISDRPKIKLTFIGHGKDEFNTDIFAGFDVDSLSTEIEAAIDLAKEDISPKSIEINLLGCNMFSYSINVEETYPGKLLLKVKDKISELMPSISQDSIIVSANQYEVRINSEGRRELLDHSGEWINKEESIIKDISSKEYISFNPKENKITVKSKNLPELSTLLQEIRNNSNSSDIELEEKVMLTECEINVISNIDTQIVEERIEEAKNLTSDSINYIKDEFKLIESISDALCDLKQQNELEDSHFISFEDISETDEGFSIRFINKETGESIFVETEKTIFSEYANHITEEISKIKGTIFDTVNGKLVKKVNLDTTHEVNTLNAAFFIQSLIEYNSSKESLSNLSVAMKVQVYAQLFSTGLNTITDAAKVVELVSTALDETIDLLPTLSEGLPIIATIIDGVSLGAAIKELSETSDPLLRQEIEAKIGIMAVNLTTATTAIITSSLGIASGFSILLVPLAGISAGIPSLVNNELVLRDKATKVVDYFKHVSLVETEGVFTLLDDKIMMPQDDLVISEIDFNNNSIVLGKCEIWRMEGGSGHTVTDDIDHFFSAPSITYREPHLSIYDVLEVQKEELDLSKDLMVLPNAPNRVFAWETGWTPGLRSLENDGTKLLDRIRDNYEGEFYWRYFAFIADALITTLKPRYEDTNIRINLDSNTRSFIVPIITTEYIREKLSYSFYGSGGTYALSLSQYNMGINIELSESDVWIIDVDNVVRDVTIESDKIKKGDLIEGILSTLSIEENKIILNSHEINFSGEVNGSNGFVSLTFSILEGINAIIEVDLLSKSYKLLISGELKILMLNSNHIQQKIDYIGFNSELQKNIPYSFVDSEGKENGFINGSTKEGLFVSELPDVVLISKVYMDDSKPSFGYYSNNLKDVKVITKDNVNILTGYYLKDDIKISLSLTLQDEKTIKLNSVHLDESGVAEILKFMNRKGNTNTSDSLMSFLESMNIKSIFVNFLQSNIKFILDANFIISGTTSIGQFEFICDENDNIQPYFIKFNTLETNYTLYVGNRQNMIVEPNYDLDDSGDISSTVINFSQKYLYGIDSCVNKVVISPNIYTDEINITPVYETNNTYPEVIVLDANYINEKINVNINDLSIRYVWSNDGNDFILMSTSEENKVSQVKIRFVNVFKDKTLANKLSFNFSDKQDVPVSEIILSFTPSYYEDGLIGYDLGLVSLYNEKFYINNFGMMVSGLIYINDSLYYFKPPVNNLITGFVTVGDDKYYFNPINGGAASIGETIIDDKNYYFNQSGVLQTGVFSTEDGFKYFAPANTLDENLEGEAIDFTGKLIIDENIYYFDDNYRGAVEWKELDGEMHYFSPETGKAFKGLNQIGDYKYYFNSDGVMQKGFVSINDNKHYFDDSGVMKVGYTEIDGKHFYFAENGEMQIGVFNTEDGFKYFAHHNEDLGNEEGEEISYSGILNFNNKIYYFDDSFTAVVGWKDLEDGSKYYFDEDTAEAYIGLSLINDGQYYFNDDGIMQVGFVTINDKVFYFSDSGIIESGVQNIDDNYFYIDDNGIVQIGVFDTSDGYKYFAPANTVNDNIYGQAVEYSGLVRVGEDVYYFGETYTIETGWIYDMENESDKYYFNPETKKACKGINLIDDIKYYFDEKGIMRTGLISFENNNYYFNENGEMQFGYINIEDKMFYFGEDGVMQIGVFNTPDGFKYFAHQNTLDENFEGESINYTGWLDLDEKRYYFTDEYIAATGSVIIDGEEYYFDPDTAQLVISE
BH1578 lux ind: induces V. cholerae light production without autoinducers | V. cholerae BH1578 lux reporter, luminescence, 6 h | activation, % at 18.7 µM | actives 0.16% (n = 350,000) | AID 588436; in the data active = activation mostly above about 9.7%, no sharp cut-off; inconclusive = no clear call, values can overlap the other calls; inactive = mostly below about 3.7%; also: not every result past the cut was called active; inactives centre near 0; reference of the scale not given here
PfHsp40 yeast: rescue of PfHsp40-mediated yeast toxicity | growth rescue, % at 12.5 µM | S. cerevisiae expressing PfHsp40, growth rescue, ATP luminescence | AID 504582 | actives 0.68% (n = 340,000); in the data active = growth rescue above about 28%, passing the limit was not always enough; inconclusive = no clear call, values can overlap the other calls;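 also: yeast W303a lacking pdr1 and pdr3 grown in galactose medium; growth measured after three days at 30 °C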
VHR inh abs: DUSP3 (human) phosphatase inhibition. recombinant VHR phosphatase, pNPP absorbance. inhibition, % at 13.3 µM. actives 0.52% (n = 290,000); in the data active = inhibition above about 50%; also: some compounds called inactive have numbers as strong as hits
PriA SSB inh: K. pneumoniae PriA-SSBct interaction inhibition | AlphaScreen SSBct-PriA binding, biotinylated peptide | inhibition, % at 33 µM | actives 0.6% (n = 430,000) | AID 1272365; in the data active = inhibition mostly above about 37%, no sharp cut-off; inactive = mostly below about 20%;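 also: plate controls were negative control peptide for no effect and reference peptide for full effect; strong numbers were not always called active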
BoNT-A LC inh2: inhibitors of Botulinum neurotoxin A light chain protease | multiplex microsphere protease substrate cleavage, flow cytometry | actives 0.17% (n = 360,000) | inhibition, % at 10 µM | AID 588499; also: plate controls were buffer without enzyme for full effect and enzyme alone for no effect
SARS 3CLpro inh: SARS-CoV 3CLpro protease inhibition | P0C6X7 | actives 0.14% (n = 290,000) | inhibition, % at 6 µM | recombinant SARS-CoV 3CLpro, quenched FRET peptide cleavage; in the data active = inhibition above about 12%
Anthrax LF inh2: inhibitors of Bacillus anthracis lethal factor protease; multiplex microsphere protease cleavage assay, LF; inhibition, % at 10 µM; actives 0.12% (n = 360,000); also: plate controls were buffer without enzyme for full effect and enzyme alone for no effect
Yp Topo-I inh: Y. pestis Topo-I inhibition via cleavage products. activity, % at 10 µM. actives 0.064% (n = 360,000). Y. pestis Topo-I cleavage product accumulation, plate reader; in the data active = activity above about 50%, passing the limit was not always enough; inconclusive = no clear call, values can overlap the other calls; also: inactives centre near 2
Numbers without * were called inactive; i = inactive; ? = inconclusive; . = no result given. Rule as the data show it, unless noted: active = inhibition above about 30%; inconclusive = no clear call, values can overlap the other calls; inactive = below that. The list is partial (hit frequency here may not be typical).

SMILES	CCHF vOTU inh	TcdB inh	BH1578 lux ind	PfHsp40 yeast	VHR inh abs	PriA SSB inh	BoNT-A LC inh2	SARS 3CLpro inh	Anthrax LF inh2	Yp Topo-I inh
O=C(COC(=O)c1ccccc1-n1cnnn1)c1ccc(F)c(F)c1	-6	1.5	i	1.2	.	-4	-0.6	.	-1	0
Cc1c(NC(=O)CSc2nnnn2-c2ccc(O)cc2)c(=O)n(-c2ccccc2)n1C	2	.	i	-0.6	23	-9	?	1	-2	-9
CS/C(N)=N/S(=O)(=O)c1ccc(NC(C)=O)cc1	7	-0.1	-0.9	-0.8	26	.	-8.5	-2	-11	5
CS(=O)(=O)N1CCN(CCN2C(=O)c3cccc4cccc(c34)C2=O)CC1	12	-0.2	i	1.1	25	-1	-1.3	2	-4	-2
COc1ccc(N2C(=O)CC(Sc3ncccc3C(=O)O)C2=O)cc1 (stereo unspecified)	2	.	-0.3	-2.3	8	1	-2.0	6	-1	3
Cc1cc2occ(CC(=O)N(C)CC(=O)Nc3ccccc3Br)c2cc1C	-2	1.4	-0.7	0.2	.	-2	.	.	.	15
CCOC(=O)C1(Cc2cccc(OC)c2)CCCN(Cc2cnn(C)c2)C1 (stereo unspecified)	0	0.3	-0.2	-1.1	26	-1	0.0	0	-1	-9
Cc1cnn(-c2cc(N/N=C/c3cccc(F)c3)ncn2)c1	-2	1.1	-0.5	0.4	14	.	1.2	-5	3	3
CCOC(=O)c1c[nH]c(=O)c(Br)c1O	-21	.	-0.1	-0.8	-11	-12	0.0	-3	1	2
COc1cc(C(=O)Nc2cccc3c2CCCC3)cc(OC)c1OC	-14	0.9	-1.7	-0.4	4	-4	-1.3	-4	-4	4
O=[S@]1Oc2ccccc2-c2ccccc21	-15	-2.3	-0.4	-0.9	.	-1	0.1	.	-11	1
Cc1ccc(NC(=O)CN(C)C(=O)CNC(=O)c2sc3ccccc3c2Cl)cc1	12	2.8	i	0.9	.	-3	4.4	.	3	-3
CCOc1cc([C@@H]2C[C@H]3CN(c4ccccc4)C(=O)[C@]34CCCN24)ccc1OC	-6	1.5	2.9	0.6	-17	1	-4.7	0	2	11
O=C(NC1CCCCC1)[C@@H]1CC=C[C@@H]2CCN(C3CCCCC3)C(=O)[C@@H]21	5	0.6	-2.9	0.6	.	13	0.0	.	3	-1
COC(=O)CCCC1=CC2=CC(=O)C(C)(OC(=O)CCc3ccccc3)C(=O)C2=CO1 (stereo unspecified)	.	.	-2.9	0.9	11	3	4.6	.	-1	-7
O=C(N/N=C/c1ccc(-c2cccc(C(F)(F)F)c2)o1)c1ccccc1Br	6	.	i	19	22	.	1.3	4	0	5
Cc1csc(SCC(=O)Nc2ccccc2)n1	16	0.2	i	-0.3	20	-8	2.7	2	4	6
CCOC(=O)C1(Cc2cccc(Cl)c2)CCCN(C(=O)C(C)(C)C)C1 (stereo unspecified)	1	2.6	i	1.4	29	-14	-1.4	0	6	27
Cc1cc(Cl)ccc1Oc1nccc(N(C)C)c1C#N	-6	3.2	-0.5	0.2	36	-12	1.0	6	1	5
CCCC(=O)Nc1nc2ccc3nc(C)sc3c2s1	3	.	.	1.5	-10	2	0.0	6	1	8
COc1ccc(CCNC(=O)CCS(=O)(=O)c2ccc3c(c2)NC(=O)CO3)cc1OC	1	0.2	-0.4	0.0	4	2	-2.2	6	2	1
COc1cc(NC(=O)c2ccccc2Cl)c(OC)cc1NC(=O)CN1CCCCC1	18	1.8	i	-1.3	39	-9	0.4	-1	8	-9
CCC(CC)NC(=O)c1ccccc1Oc1ccccc1	12	.	-5.0	11	35	-20	0.1	3	-4	10
NS(=O)(=O)c1ccc(CNC(=O)c2ccc(NS(=O)(=O)c3cccs3)cc2)cc1	-2	0.6	i	-0.8	.	2	1.5	.	0	1
CCCOc1ccc(/C=N/NC(=O)CSc2ccccn2)cc1OC	4	0.0	-0.2	-0.2	13	i	.	6	.	-1
The listing continues:
SMILES	CCHF vOTU inh	TcdB inh	BH1578 lux ind	PfHsp40 yeast	VHR inh abs	PriA SSB inh	BoNT-A LC inh2	SARS 3CLpro inh	Anthrax LF inh2	Yp Topo-I inh
S=C(Nc1cccc(Cl)c1Cl)NC1CCN(Cc2ccccc2)CC1	9	1.3	i	-1.4	11	-5	-0.5	-2	-3	-8
COc1ccc(OC)c(NC(=O)CNC(=O)Cn2cnc3ccccc3c2=O)c1	6	.	i	-0.5	7	-7	0.0	-7	-1	-1
CCCCCCCCN1C(=O)[C@H](CC(=O)NCCCN2CCCC2=O)C[C@@]2(C(=O)OCC)CCCC=C12	16	0.7	.	.	.	.	0.3	.	-8	.
Cc1ccc(C2/C(=C(\O)c3ccc4c(c3)OCCO4)C(=O)C(=O)N2Cc2cccnc2)cc1 (stereo unspecified)	29	-0.4	-0.4	0.9	13	.	-0.5	0	-1	-6
COc1cccc(CN(CC(=O)NCc2ccccc2)S(=O)(=O)CCl)c1	-9	0.5	-0.6	-0.1	.	-6	0.2	.	-13	2
CCCCSc1n[nH]c(=S)c2nc[nH]c12	-8	6.3	i	1.9	.	-6	-1.3	.	1	-1
Nn1cc(-c2ccccc2)nc1SCC(=O)NCC1CCCO1 (stereo unspecified)	-13	0.5	-0.9	0.0	2	10	-0.8	-3	-1	13
CCC(=O)N1CCN(c2cc(N3CCN(C)CC3)c(F)cc2[N+](=O)[O-])CC1	-3	-0.3	i	0.1	2	-1	-0.5	3	0	-3
CC[C@H](C)[C@H](NC(=O)[C@H](Cc1ccc(O)cc1)NC(=O)[C@@H](N)C(C)C)C(=O)N[C@@H](Cc1cnc[nH]1)C(=O)N1CCC[C@H]1C(=O)N[C@@H](Cc1ccccc1)C(=O)O	.	.	-3.0	-0.2	16	-6	-1.4	-2	-2	-3
CN(CCCCCCN(C)Cc1ccccc1O)Cc1ccccc1O	2	0.1	-0.8	0.9	52*	-7	0.5	4	3	-1
CCc1ccc(NC(=O)Cn2c(=O)c3cccn3c3ccccc32)cc1	26	0.4	-0.4	-0.8	-20	0	-0.6	-4	-2	35
COC(=O)C1=C(c2cccc(OC)c2OC)C[C@@H]2CC[C@H]1N2C(=O)NCc1ccc(F)cc1	-1	0.1	i	0.9	.	-12	0.1	.	1	0
COc1ccccc1CC(=O)N1CCN(c2ccccc2F)CC1	-9	2.7	i	13	1	-5	-0.1	0	2	1
CCOC(=O)c1cnc(SCC(=O)OC)nc1N	3	-2.0	-1.1	-0.4	-23	0	0.8	0	-6	-2
C1=CC2c3ccccc3NC(c3ccncc3)C2C1 (stereo unspecified)	27	.	-0.2	-1.7	15	-1	0.1	2	-17	6
COc1cccc(CNC(=O)c2ccccc2SCC(=O)N2CCCC2)c1	5	0.6	i	1.7	.	-13	.	.	.	7
CN(C)c1ccc(S(=O)(=O)N2CCCCC2)cc1NC(=O)CCNC(=O)c1ccc(Cl)cc1	27	-6.2	i	0.8	.	-1	-0.6	.	7	30
Cc1cc(C)n2nc(SCC(=O)N3CCOCC3)nc2n1	8	0.0	i	-0.8	.	-4	-0.2	.	-2	-11
O=C(NCc1ccco1)C1CC(c2cc(C(F)(F)F)cc(C(F)(F)F)c2)=NO1 (stereo unspecified)	7	0.0	i	1.5	19	-4	0.2	.	-5	2
COc1ccc(C(C)=O)cc1CN1C(=O)NC(CC(C)C)C1=O (stereo unspecified)	-7	0.2	-1.6	-0.9	22	-8	-0.5	5	-3	-5
COc1ccc(N(C(=O)CCC(=O)Nc2cc(C)on2)C(C(=O)NC2CCCC2)c2ccco2)cc1 (stereo unspecified)	6	0.2	0.1	-0.4	17	-7	1.3	2	1	21
CCS(=O)(=O)c1ccc2oc(SCC(=O)Nc3ccc(OC)c(OC)c3)nc2c1	1	-0.4	.	-0.6	-2	1	-0.1	2	-1	2
O=C(COc1ccc(S(=O)(=O)N2CCCCC2)cc1)Nc1ccccc1F	17	1.5	-0.6	2.1	24	5	0.3	12*	-3	19
CCC(C)n1c(SCC(=O)NCc2ccco2)nnc1-c1cccc(S(=O)(=O)N2CCOCC2)c1 (stereo unspecified)	2	.	2.7	2.7	16	-12	-0.3	-1	-2	12
CCOc1cccc(SCc2noc(C(=O)NCCOC)c2C(=O)O)c1	-5	-1.1	i	0.9	13	4	-0.7	6	-2	1

Nothing new here: entries from further up.
SMILES	CCHF vOTU inh	TcdB inh	BH1578 lux ind	PfHsp40 yeast	VHR inh abs	PriA SSB inh	BoNT-A LC inh2	SARS 3CLpro inh	Anthrax LF inh2	Yp Topo-I inh
CCc1ccc(NC(=O)Cn2c(=O)c3cccn3c3ccccc32)cc1	26	0.4	-0.4	-0.8	-20	0	-0.6	-4	-2	35
COC(=O)C1=C(c2cccc(OC)c2OC)C[C@@H]2CC[C@H]1N2C(=O)NCc1ccc(F)cc1	-1	0.1	i	0.9	.	-12	0.1	.	1	0
COc1ccccc1CC(=O)N1CCN(c2ccccc2F)CC1	-9	2.7	i	13	1	-5	-0.1	0	2	1
CCOC(=O)c1cnc(SCC(=O)OC)nc1N	3	-2.0	-1.1	-0.4	-23	0	0.8	0	-6	-2
C1=CC2c3ccccc3NC(c3ccncc3)C2C1 (stereo unspecified)	27	.	-0.2	-1.7	15	-1	0.1	2	-17	6
COc1cccc(CNC(=O)c2ccccc2SCC(=O)N2CCCC2)c1	5	0.6	i	1.7	.	-13	.	.	.	7
CN(C)c1ccc(S(=O)(=O)N2CCCCC2)cc1NC(=O)CCNC(=O)c1ccc(Cl)cc1	27	-6.2	i	0.8	.	-1	-0.6	.	7	30
Cc1cc(C)n2nc(SCC(=O)N3CCOCC3)nc2n1	8	0.0	i	-0.8	.	-4	-0.2	.	-2	-11
O=C(NCc1ccco1)C1CC(c2cc(C(F)(F)F)cc(C(F)(F)F)c2)=NO1 (stereo unspecified)	7	0.0	i	1.5	19	-4	0.2	.	-5	2
COc1ccc(C(C)=O)cc1CN1C(=O)NC(CC(C)C)C1=O (stereo unspecified)	-7	0.2	-1.6	-0.9	22	-8	-0.5	5	-3	-5
COc1ccc(N(C(=O)CCC(=O)Nc2cc(C)on2)C(C(=O)NC2CCCC2)c2ccco2)cc1 (stereo unspecified)	6	0.2	0.1	-0.4	17	-7	1.3	2	1	21
CCS(=O)(=O)c1ccc2oc(SCC(=O)Nc3ccc(OC)c(OC)c3)nc2c1	1	-0.4	.	-0.6	-2	1	-0.1	2	-1	2

Going on with the list:
SMILES	CCHF vOTU inh	TcdB inh	BH1578 lux ind	PfHsp40 yeast	VHR inh abs	PriA SSB inh	BoNT-A LC inh2	SARS 3CLpro inh	Anthrax LF inh2	Yp Topo-I inh
Cc1ccc(-c2noc(CNC(=O)c3ccc4c(c3)OCO4)n2)cc1	9	-4.4	-0.3	-0.5	22	-12	3.0	-7	0	7
COCC(=O)Nc1cc(C)cn(Cc2ccc(F)cc2)c1=O	1	3.6	i	-0.2	1	2	?	-2	-2	-2
Cc1cc(C)c(C)c(S(=O)(=O)NC(C(=O)O)C(C)C)c1C (stereo unspecified)	7	-1.3	i	-1.4	14	-10	-0.9	1	1	-4
COc1ccnc(Oc2ccc(F)cc2)c1C(=O)N/C=N/OCc1c(Cl)cccc1Cl	-1	.	i	0.1	0	.	1.2	3	2	-2
COc1cccc(Oc2ccc(S(=O)(=O)N3CCCC3)cc2[N+](=O)[O-])c1	34*	-3.9	-0.6	-0.3	12	4	-0.1	0	-3	6
CCCCn1c(NC(=O)c2ccccc2)nc2ccccc21	21	.	i	97*	30	-9	0.2	3	0	-1
COc1ccc([C@@H]2C[C@H](c3ccccc3)Oc3cc(C)cc(C)c32)cc1	0	.	-0.4	1.2	15	-8	0.3	.	-4	8
O=C(NNc1ccc(Cl)cc1)c1c(F)cccc1Cl	2	4.3	i	-0.4	27	-5	-4.8	-1	-7	-5
COc1ccc(N2CCN(C(=O)CSc3nnc(-c4ccco4)n3C)CC2)cc1	-6	-1.1	.	.	16	1	.	-1	.	.
O=C(COc1cc2oc(=O)c3c(c2cc1Cl)CCC3)Nc1ccccn1	0	-0.7	-0.2	-0.5	-4	-5	-0.2	-5	-3	-9

Screening data from PubChem.
